Bioassay records: PubChem, NMMLSC
LAP4 TOR yeast: modulators of LAP4-GFP expression in yeast, primary screen, S. cerevisiae, multiplex flow cytometry, MLPCN library; GFP response vs DMSO, % at 10 µM; AID 2023, 2009; 320,000 tested, 0.34% active; 3 h; median GFP as percent of DMSO wells;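 active = GFP response vs DMSO above a set limit, about the screen mean plus 3 SD, cut at about 150% in these data; inconclusive = under 70 cell events counted for the yeast strain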
CR mimetic SO: reduction of superoxide in aged yeast, primary screen, HTS; S. cerevisiae aged cells, superoxide DHE fluorescence; stronger effect = lower value; superoxide response (% of plate mean), % at 10 µM; 330,000 tested, 0.18% active; AID 2690, 2010;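 active = superoxide response under a set limit, about three screen SD below normal, cut at about 65% in these data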;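 note: yeast aged for seven days with compound at 30 °C before DHE staining; 100% = average MFI of all compound-treated wells on the plate with controls excluded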
VLA-4 inh: inhibition in human VLA-4 binding assay, primary screen, VLA-4 allosteric modulator project, MLPCN library, flow cytometry, VLA-4 expressing cells; Integrin alpha-4 (Homo sapiens), P13612; ligand binding flow cytometry; inhibition, % (about 7 µM as worked out from the volumes in the protocol); 330,000 tested, 0.2% active; in the data active = inhibition above about 50%
RPL19A TOR yeast: RPL19A-GFP expression modulators in yeast, primary screen, cell-based, S. cerevisiae, multiplex flow cytometry, MLPCN; S. cerevisiae RPL19A-GFP strain, 3 h; stronger effect = lower value; AID 2025, 2009; percent response vs DMSO, % at 10 µM; 330,000 tested, 0.3% active;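 active = percent response vs DMSO below 50%; inconclusive = fewer than 70 events counted for the yeast strain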;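 note: median channel GFP fluorescence of the barcoded RPL19A-GFP strain; ratio of sample median GFP to plate DMSO average so 100% = DMSO; lower means less RPL19A-GFP as with rapamycin TOR inhibition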
MEP2 TOR yeast: modulators of MEP2-GFP levels in yeast, primary screen, S. cerevisiae, multiplex flow cytometry, MLPCN library. GFP response vs DMSO, % at 10 µM. S. cerevisiae MEP2-GFP strain, 3 h; 100% = DMSO control level. AID 2016, 2009. 330,000 tested, 0.51% active;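 active = GFP response versus DMSO above a set limit, roughly screen mean plus 3 SD, cut at about 180% in these data; inconclusive = fewer than 70 cells counted for a yeast strain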;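 note: median GFP fluorescence of the barcode-gated MEP2-GFP cells per well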
CIT2 TOR yeast: modulators of CIT2-GFP expression in yeast, primary screen, S. cerevisiae, GFP fusion, multiplex flow cytometry, MLPCN library. S. cerevisiae CIT2-GFP strain, 3 h; 100 means same as DMSO wells. GFP response vs DMSO, % at 10 µM. 320,000 tested, 0.065% active;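 active = GFP response relative to DMSO above a set limit, near the screen mean plus 3 SD, cut at about 150% in these data; inconclusive = Fewer than 70 cells measured for a yeast strain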;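 note: ratio of well median GFP fluorescence to mean of DMSO wells on the plate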
AGP1-GFP MLPCN: modulators of AGP1-GFP expression in yeast TOR pathway, primary screen, cell-based, multiplex flow cytometry, S. cerevisiae, MLPCN library | 3 h; GFP as percent of DMSO wells | GFP response vs DMSO, % at 10 µM | 320,000 tested, 0.02% active | AID 2066, 2009;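 active = GFP response relative to DMSO above a set limit, near screen average plus 3 SD, cut at about 150% in these data; inconclusive = fewer than 70 cells counted for the yeast strain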;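 note: median GFP channel fluorescence of the gated AGP1 strain per well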
GRK2 aptamer HTS: compounds blocking aptamer binding on GRK2 – biochemical, human GRK2, bead flow cytometry, HTS, primary screen; Beta-adrenergic receptor kinase 1 (Homo sapiens), P25098; FAM-aptamer displacement from GRK2; inhibition of aptamer binding, % at 10 µM; 330,000 tested, 0.59% active; AID 488847, 2010;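 active = inhibition of aptamer binding above 40%, roughly 3 SD of noise, on plates passing a quality check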;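 note: median bead fluorescence of bound FAM aptamer so fluorescent compounds give negative values; no value below 0 was filed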
Target sequence (P25098 whole entry, looked up): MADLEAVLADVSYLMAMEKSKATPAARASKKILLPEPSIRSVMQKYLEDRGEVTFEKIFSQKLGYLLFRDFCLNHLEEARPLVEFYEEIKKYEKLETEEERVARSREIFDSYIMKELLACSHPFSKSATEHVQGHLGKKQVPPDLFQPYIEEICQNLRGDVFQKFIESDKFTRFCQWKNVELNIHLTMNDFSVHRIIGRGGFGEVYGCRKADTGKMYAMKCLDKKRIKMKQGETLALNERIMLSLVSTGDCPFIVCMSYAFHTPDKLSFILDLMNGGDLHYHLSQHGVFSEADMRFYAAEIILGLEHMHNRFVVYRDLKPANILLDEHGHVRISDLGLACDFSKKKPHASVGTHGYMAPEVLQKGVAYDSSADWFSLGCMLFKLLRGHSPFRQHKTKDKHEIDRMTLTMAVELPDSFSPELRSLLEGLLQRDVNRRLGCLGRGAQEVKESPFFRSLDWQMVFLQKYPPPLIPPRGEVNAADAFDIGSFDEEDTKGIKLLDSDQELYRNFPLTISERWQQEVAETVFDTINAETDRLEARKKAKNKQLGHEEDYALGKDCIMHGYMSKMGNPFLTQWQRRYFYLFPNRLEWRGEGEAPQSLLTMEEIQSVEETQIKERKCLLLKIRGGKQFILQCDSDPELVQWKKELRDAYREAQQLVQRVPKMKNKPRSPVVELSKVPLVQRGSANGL
Numbers without * were called inactive; ? = inconclusive; / = not tested or not shown; [ ] = another dose, or the depositor's remark.

SMILES	LAP4 TOR yeast	CR mimetic SO	VLA-4 inh	RPL19A TOR yeast	MEP2 TOR yeast	CIT2 TOR yeast	AGP1-GFP MLPCN	GRK2 aptamer HTS
Cc1ccc(Nc2nc(N)nc(CN3CCN(Cc4ccc5c(c4)OCO5)CC3)n2)cc1	101	96	3	103	98	95	106	0
Cn1c(=O)c(=O)n(C)c2cc([N+](=O)[O-])c(N3CCOCC3)cc21	94	98	-7	100	108	103	94	1
COc1cccc(CNc2ccc3c(c2)ncn3C(C)C)c1OC	102	86	24	100	108	103	105	0
NC(=S)N/N=C\c1c2ccccc2cc2ccccc12	92	123	-5	95	96	93	94	4
COC(=O)c1ccccc1NC(=O)CSc1nc2cccnc2n1C	92	105	3	102	101	103	101	8
Cc1cnc(C(=O)OC(C)C(=O)NC2CCCc3ccccc32)cn1 (stereo unspecified)	106	105	11	96	96	89	102	0
CSC(=O)CC(=O)NC(=O)c1ccccc1	106	88	16	100	121	108	95	0
CC(=O)N1CCc2c(sc(NC(=O)CCS(=O)(=O)c3ccc(C)cc3)c2C#N)C1	103	101	-2	102	100	109	109	0
CCCSc1nc(=S)n(Cc2ccccc2)c(C)c1C(C)=O	94	81	12	105	109	107	102	1
COCCCNC(=O)C(=O)NC1CCCCCC1	104	94	7	100	101	90	98	1
COc1cc(/C=N/NC(=O)c2cccc(NC(=O)c3ccccc3)c2)ccc1O	80	97	-13	109	113	117	104	1
COc1ccc2nc3oc(C(=O)NC4CCN(Cc5ccccc5)CC4)cc3cc2c1	107	101	6	101	98	85	94	0
CC1CCCC(C)N1C(=O)c1cc(-c2ccco2)on1 (stereo unspecified)	97	119	4	100	100	104	108	0
COc1ccc(NC(=O)N(C)C[C@H]2Oc3c(NC(=O)Nc4ccc(C(F)(F)F)cc4)cccc3C(=O)N([C@H](C)CO)C[C@@H]2C)cc1	101	114	-7	104	96	112	105	3
CC(=O)Nc1cc(Cl)c(N=Cc2ccc(O)cc2O)cc1Cl	102	97	-8	103	108	102	98	0
Cc1ccc(O)c(-c2cc(C(=O)NCc3ccncc3)[nH]n2)c1	103	100	14	104	102	102	105	5
Cc1ccc(C)c(N2C(=N)S/C(=C\c3ccc(-c4ccccc4C(=O)O)o3)C2=O)c1	110	93	-3	99	108	103	102	0
Cn1c(CNC(=O)CNC(=O)Cc2ccc(F)cc2)cc(=O)n(C)c1=O	95	96	3	98	95	95	102	0
COc1ccccc1N1CCN(CCCCOc2ccc(F)cc2)CC1	94	104	0	96	94	90	97	3
O=C(Cn1nnc2ccccc21)OCC(=O)c1ccc(Cl)c(Cl)c1	94	108	-7	94	95	98	93	1
COc1cccc(NC(=S)N2CCN(c3ccccn3)CC2)c1	93	89	-11	101	97	101	98	2
CCn1c(SCC(=O)Nc2oc(-c3ccccc3)c(-c3ccccc3)c2C#N)nnc1-c1ccncc1	?	101	13	?	?	?	?	0
O=C(NC(=S)NC1CCCCC1)c1ccccc1	109	104	7	98	90	92	94	1
COc1ccc(S(=O)(=O)NC2CC2)cc1C(=O)N1CCOCC1	102	99	-2	96	97	92	105	0
CCn1c(=O)cc(OCC(=O)Nc2ccc(OC)c(OC)c2)c2ccccc21	110	89	-4	103	103	97	103	1
CC(CCc1ccccc1)NCc1cccc2ccccc12 (stereo unspecified)	93	97	3	104	106	97	98	0
CC(=O)NS(=O)(=O)c1ccc(NC(=O)c2cc3c(=O)n4ccccc4nc3s2)cc1	101	99	-13	96	95	93	100	1
CCn1c(=O)cc(SCC(=O)NCc2ccc(C)o2)c2ccccc21	95	114	0	100	102	107	105	1
CCC(C)NC(=O)c1ccccc1NS(=O)(=O)c1ccc(OC)c(OC)c1 (stereo unspecified)	102	96	3	99	102	103	104	0
CCn1c(=O)cc(OCC(=O)Nc2cccc(C)n2)c2ccccc21	99	96	-18	96	104	92	105	0
S=C(NCc1ccco1)Nc1ccccn1	105	116	15	107	102	92	94	6
CN(c1ccc(OCC(=O)Nc2nc3ccccc3s2)cc1)S(=O)(=O)c1ccccc1	88	105	32	104	102	100	101	1
COc1ccc(N2CCN(C(c3ccco3)c3sc4nc(C)nn4c3O)CC2)cc1 (stereo unspecified)	?	110	-3	?	?	100[may fluoresce red]	?	6
CC1CCN(C(=O)CN(Cc2ccccc2)S(C)(=O)=O)CC1	90	110	6	110	110	110	105	0
CCOc1cc(C(=O)NC)cc(Br)c1OC	102	88	-1	97	93	102	106	1
Oc1ccc2c(c1)C1CCCC1(N1CCOCC1)O2 (stereo unspecified)	98	109	9	99	102	105	102	1
CCOC(=O)N1C2=NC(C(=O)OC)=C(C(=O)OC)[C@@H]3N(Cc4ccccc4)c4ccccc4[C@]23C[C@H]1C(=O)OC	103	100	2	99	102	96	103	0
CC(C)CCNC(=O)CSc1nc2ccccc2s1	111	83	3	112	110	88	108	0
O=C(CN(CCc1ccccc1)C(=O)c1csnn1)NC1CCCC1	102	92	-5	99	95	101	99	3
O=C(Cc1cccs1)Nc1cc(SCCO)cc([N+](=O)[O-])c1	?	93	3	78[may fluoresce violet]	109[may fluoresce violet]	?	?	0
Cn1ccsc1=NC(=O)c1ccc(CS(C)(=O)=O)cc1	100	90	-8	105	107	104	104	0
Cc1ccc(S(=O)(=O)Oc2ccccc2/C=N/O)cc1	103	91	-4	110	112	105	108	2
CCOc1ccccc1CN1CCNC(=O)C1CC(=O)NCCc1ccccn1 (stereo unspecified)	105	107	11	99	102	93	99	0
CCOC(=O)c1cn(CC)c2c(ccc3ccccc32)c1=O	90	83	7	107	110	97	95	4
Cc1cc(C)c(OCC(=O)OCC(=O)NCc2cccs2)c(C)c1	115	103	6	105	104	99	107	3
COc1ccc(Cl)cc1C(=O)Nn1cnnc1	96	101	3	98	103	100	101	1
O=C(NC1(C(F)(F)F)NC(=O)N(C2CCCC2)C1=O)C1CC1 (stereo unspecified)	99	101	10	100	99	102	108	2
O=C(COc1ccccc1Cl)NCCc1ccc2c(c1)OCCO2	96	106	10	107	109	104	98	2
CC(CCc1ccccc1)NC(=O)c1ccncc1 (stereo unspecified)	101	102	8	103	107	109	112	5
Cc1cc(NCc2ccc(F)cc2)nc2cc(Cl)ccc12	98	98	11	100	104	103	96	0
Cc1ccc(S(=O)(=O)NC(C)(C)CSc2nncn2C)cc1	89	101	36	96	96	97	100	0
CCC(C(=O)NCCc1c[nH]c2ccc(C)cc12)c1ccccc1 (stereo unspecified)	99	99	4	106	107	104	103	0
O=C(CN1CCC(NC(=O)c2cccc(F)c2)CC1)Nc1ccc(Br)cc1	93	99	2	103	108	103	103	0
Cc1cccc2sc(NS(=O)(=O)c3ccccc3)nc12	87	101	-33	99	88	85	94	0
COc1ccc(NC(=O)CN(c2ccc(OC)c(Cl)c2)S(=O)(=O)c2ccccc2)cc1	92	91	18	102	111	101	121	1
CCn1c(SCC(=O)N/N=C/C=C/c2ccco2)nc2ccccc21	98	86	-5	94	97	94	95	2
O=C(Cc1ccccc1)NCC(=O)OCC(=O)c1cccc([N+](=O)[O-])c1	94	100	1	100	105	100	98	0
Cc1ccccc1NC(=O)Cc1nc(COC(=O)CSc2ccccc2)cs1	102	88	-10	88	90	101	92	4
Cc1ccc(C)c(OCc2cc(C(=O)N3CCc4sccc4C3)no2)c1	96	103	8	86	95	100	98	0
CCn1c(NCc2c[nH]c3ccccc23)nc2ccccc21	/	101	1	95	93	102	96	0
Continuation.
SMILES	LAP4 TOR yeast	CR mimetic SO	VLA-4 inh	RPL19A TOR yeast	MEP2 TOR yeast	CIT2 TOR yeast	AGP1-GFP MLPCN	GRK2 aptamer HTS
O=C(O)c1cc2c(s1)CCCC2	113	111	1	97	104	113	99	0
COC(=O)C(C)Sc1ncnc2c1c(-c1ccccc1)cn2-c1ccc(OC)cc1 (stereo unspecified)	102	108	1	102	101	100	103	0
CCOC(=O)C1CCN(C(=O)COC(=O)C2CCN(S(=O)(=O)c3ccc(C)c(C)c3)CC2)CC1	116	122	10	100	98	90	107	1
CC(=O)c1ccc(NC(=O)CSc2nnc(-c3ccco3)c(-c3ccco3)n2)cc1	111	100	4	99	100	97	100	3
O=C1C2C3C=CC(C2C(=O)N1c1ccc(O)cc1)C1C2C(=O)N(c4ccc(O)cc4)C(=O)C2C31 (stereo unspecified)	108	98	5	98	102	109	105	11
Cc1ccc(C(=O)NCC(c2ccc(F)cc2)N2CCOCC2)s1 (stereo unspecified)	95	77	2	94	96	98	97	0
CCN(Cc1ccccc1)C(=O)Cn1c(=O)n(CCC(=O)N2CCCCC2)c(=O)c2sccc21	97	87	16	95	134	104	95	0
O=C(/C(C=Nc1cccc(C(F)(F)F)c1)=C(/O)c1ccco1)C(F)(F)F	99	93	-6	105	103	104	102	2
O=C(CCCN1C(=O)c2ccccc2C1=O)NCc1ccc(F)cc1	87	115	-46	101	92	102	97	1
Cc1ccc(SCC(=O)N(C)CC(=O)Nc2cccc(F)c2)c(C)c1	98	101	1	94	88	90	92	0
c1cnc(N2CCSCC2)nc1	98	101	11	103	110	104	106	0
CN(Cc1c(C(=O)N/N=C/c2cccc(Cl)c2)nnn1-c1nonc1N)c1ccccc1	91	100	5	96	93	97	96	0
COc1ccc(NS(=O)(=O)c2cc(NC(=O)c3cccs3)ccc2N2CCCC2)cc1	96	99	17	103	105	108	100	4
CCc1cc(C(=O)NC(C)C2CCCO2)cs1 (stereo unspecified)	101	94	3	97	99	94	95	2
Cc1cccc(OCCCC(=O)NNC(=O)c2ccccn2)c1	97	105	2	98	98	104	103	1
COc1cccc(NS(=O)(=O)c2ccc(NC(C)=O)cc2)c1	96	68	5	96	100	102	98	0
Oc1ccc(N=Nc2n[nH]c(-c3ccc(Br)cc3)n2)cc1	93	87	17	91	94	87	85	0
COc1ccc(COC(=O)N/N=C(\C)CC(=O)Nc2c(C)cc(C)cc2C)cc1	88	92	5	91	96	93	90	0
CC(=O)Nc1ccc(/C=N/N2CCCCC2)cc1	102	92	10	96	97	108	95	0
COc1ccc(C(=O)NCCc2c[nH]c3ccc(OC)cc23)cc1	89	103	2	96	95	107	98	1

Molecules above that have bromine (3):
SMILES	LAP4 TOR yeast	CR mimetic SO	VLA-4 inh	RPL19A TOR yeast	MEP2 TOR yeast	CIT2 TOR yeast	AGP1-GFP MLPCN	GRK2 aptamer HTS
CCOc1cc(C(=O)NC)cc(Br)c1OC	102	88	-1	97	93	102	106	1
O=C(CN1CCC(NC(=O)c2cccc(F)c2)CC1)Nc1ccc(Br)cc1	93	99	2	103	108	103	103	0
Oc1ccc(N=Nc2n[nH]c(-c3ccc(Br)cc3)n2)cc1	93	87	17	91	94	87	85	0

The list goes on.
SMILES	LAP4 TOR yeast	CR mimetic SO	VLA-4 inh	RPL19A TOR yeast	MEP2 TOR yeast	CIT2 TOR yeast	AGP1-GFP MLPCN	GRK2 aptamer HTS
O=C(O)CCc1nc2cc(C(F)(F)F)ccc2n(Cc2ccccc2)c1=O	86	101	-1	105	110	97	95	2
Cc1ccc(NS(=O)(=O)c2ccc(C(=O)N3CCCN(C)CC3)cc2)cc1	99	104	11	101	98	95	102	0
O=C(Nc1cccc(C(F)(F)F)c1)Nc1ccon1	91	103	-5	96	91	88	93	2
O=S(=O)(N1CCOCC1)N1CCOCC1	93	89	6	102	101	102	104	0
